Compound activity as filed in PubChem BioAssay.
IMPase inh: membrane-permeable compound that blocks inositol monophosphatase. P97697. 120,000 tested, under 10 active. inhibition (IP1 accumulation), % at 46.1 µM. CHO-M1 cells, IP1 accumulation, HTRF TR-FRET ratio; active = well fitted curve in the direction sought with a large enough effect in the signal ratio, not every such curve was filed as active; inconclusive = small, poorly fitted or top-dose-only effect, or a change in a side signal; inactive = no such curve, though single readings can be large or run the other way; the % refers to the signal ratio;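 also: cells stimulated with carbachol in lithium chloride buffer; plate controls were DMSO basal wells for no effect and reference inhibitor wells for full effect; higher means more IMPase inhibition seen as more IP1 and lower FRET ratio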
Target sequence (P97697 whole entry, looked up): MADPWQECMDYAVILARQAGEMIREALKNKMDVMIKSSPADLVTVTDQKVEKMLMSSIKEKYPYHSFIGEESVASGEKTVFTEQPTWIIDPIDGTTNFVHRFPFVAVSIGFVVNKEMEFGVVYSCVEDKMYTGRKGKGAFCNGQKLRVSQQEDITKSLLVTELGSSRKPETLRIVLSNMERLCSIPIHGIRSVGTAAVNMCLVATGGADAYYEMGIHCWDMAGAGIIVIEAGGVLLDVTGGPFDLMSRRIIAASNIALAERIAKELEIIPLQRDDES
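In this qHTS, compounds (final up to 46 uM) act on CHO-M1 cells that are then activated through the M1 receptor with carbachol, in pH 7.4 buffer containing 50 mM LiCl, for 30 min. IP1 accumulation is quantified by the IP-One immunoassay.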
Numbers without * were called inactive; u = inconclusive. The list is partial, so the mix of outcomes need not match the whole.

IMPase inh,canonical_smiles
8,O=S(=O)(c1ccccc1)c1nc(-c2ccc(F)cc2)oc1N1CCOCC1
5,CCOc1ccc(NC(=O)Nc2cccc(C)n2)cc1
2,O=C(CSC1=Nc2ccccc2C2=NC(CCC(=O)NC3CCCCC3)C(=O)N12)Nc1cccc(C(F)(F)F)c1 (stereo not given)
-14,Cc1ccc(Nc2c(-c3cccs3)nc3nc(C)cc(C)n23)cc1
6,O=C(CCC(=O)OCC(=O)c1ccc(Cl)cc1)Nc1ccc(Oc2ccccc2)cc1
-8,COc1ccccc1C(=O)Nc1ccc(-c2nc3cc(C)cc(C)c3o2)cc1
-2,CCOc1cccc(C(=O)N(Cc2ccc(CC)cc2)C2CCS(=O)(=O)C2)c1 (stereo not given)
7,CCc1nnc2c3ccccc3nc(Nc3cc(C)cc(C)c3)n12
4,CCc1ccc(NC(=O)CC(NCc2cccnc2)C(=O)O)cc1 (stereo not given)
20,Cc1cccc2nc(-c3cccnc3)c(Nc3ccc(C(C)C)cc3)n12
0,Cc1ccc(NC(=O)CSc2ncc(-c3ccccc3)[nH]2)cc1
0,CCOc1ccc(/C=C/C(=O)Nc2sc3c(c2C(=O)OC)CCCC3)cc1
7,CC(=O)c1ccc(OC(=O)c2c(-c3ccccc3Cl)noc2C)cc1
-1,CC1CCN(C(=O)CSc2nc(-c3ccc(F)cc3)cc(C(F)(F)F)n2)CC1
-4,O=C(Cc1ccccc1)Nc1sc2c(c1C(=O)Nc1ccc(Br)cc1)CCC2
11,Cc1ccc2oc(=O)n(CCCOc3ccccc3Cl)c2c1
-4,COc1ccc(NC(=O)c2c(NC(=O)COc3ccccc3)sc3c2CCCCC3)cc1
-3,COc1ccc(NC(=O)Nc2nnc(C)s2)cc1
-3,Cc1ccc2nc(-c3ccc(NC(=O)COc4c(C)ccc(C)c4C)cc3)sc2c1
-4,CC(C)(C)c1ccc(Oc2nc3ccccn3c(=O)c2/C=C(\C#N)c2nc3ccccc3s2)cc1
0,COc1ccc(C2C(C(=O)Nc3ccccc3)=C(C)Nc3nc(-c4ccccc4)nn32)cc1OC (stereo not given)
7,COc1ccc(-c2cc(C(F)(F)F)c(C#N)c(SCC(=O)Nc3ccc(F)cc3)n2)cc1
8,COC(=O)c1ccc(C(=O)OC)c(NC(=O)c2cnn3c(C(F)F)cc(-c4ccc(C)cc4)nc23)c1
-25,CCOc1ccc(-c2cc(C(F)(F)F)c(C#N)c(SCC(=O)Nc3ccccc3)n2)cc1
8,O=C(c1cc2ccccc2oc1=O)N1CCN(c2ccc(Cl)cc2)CC1

2 entries from above, field by field.
> O=C(Cc1ccccc1)Nc1sc2c(c1C(=O)Nc1ccc(Br)cc1)CCC2
  IMPase inh: -4
> Cc1ccc2oc(=O)n(CCCOc3ccccc3Cl)c2c1
  IMPase inh: 11

Next section
IMPase inh,canonical_smiles
0,CCCOC(=O)c1cccc(Nc2nc(C(=O)OCC)nc3ccccc23)c1
-2,CC1=C(C(=O)Nc2ccccc2)C(c2cccc(O)c2)n2nc(-c3ccccc3Cl)nc2N1 (stereo not given)
0,CCOc1cc(C2Nc3ccccc3-c3nnc(SCc4ccccc4)nc3O2)ccc1OC (stereo not given)
1,COC(=O)c1ccc(NC(=O)CN(Cc2ccccc2)S(=O)(=O)c2ccc(C)cc2)cc1
-1,COc1cc(NS(=O)(=O)c2ccc(NC(=O)c3ccc(OC)c(Br)c3)cc2)nc(OC)n1
-2,COc1ccc(Oc2nc3c(c(=O)n(Cc4ccc(Br)cc4)c(=O)n3C)n2C)cc1
0,COc1cc(C(=O)Nc2ccc(-c3nc4ccccc4o3)c(O)c2)cc(OC)c1OC
-1,Cc1ccc2c(c1C)NC(=O)CC2c1ccc(Cl)cc1Cl (stereo not given)
4,Cc1ccc(S(=O)(=O)N2CCN(Cc3cc(Br)ccc3O)CC2)cc1
6,O=C(Nc1ccc(OC(F)(F)F)cc1)C1CCCN(S(=O)(=O)c2cccc3nonc23)C1 (stereo not given)
-6,COc1cc(NC(=O)CSc2nc(C)c(C(=O)Nc3ccccc3)c(-c3ccc(OC)c(OC)c3)c2C#N)c(OC)cc1Cl
3,COc1ccc(CNCCC(c2ccc3c(c2)OCO3)c2ccccc2OC)cc1 (stereo not given)
-5,Cc1cc(NC(=O)c2ccc(F)cc2)ccc1-c1cc2ccccc2oc1=O
2,CCCCC(=O)Nc1cc2nn(-c3ccc(OCC)cc3)nc2cc1C
2,Cc1ccc(-c2nnc(Nc3ccc(O)cc3)c3ccccc23)cc1S(=O)(=O)NCC1CCCO1 (stereo not given)
-4,Cc1ccc(NC(=O)c2ncn(-c3ccccc3)n2)cc1Cl
4,CCOc1ccc(NS(=O)(=O)c2c(C)nc3sc(CC)nn3c2=O)cc1
-8,CCOC(=O)c1c(-c2ccc(C)cc2C)csc1NC(=O)c1ccccc1Cl
4,O=C(CC1N=C2c3ccccc3N=C(SCC(=O)Nc3cccc(Cl)c3)N2C1=O)NCc1cccs1 (stereo not given)
-7,Cc1ccc(NC(=O)COc2ccc(-c3nn(C)c(=O)c4ccccc34)cc2)cc1
-9,COc1ccc(-c2cc(C(F)(F)F)nc(SCC(=O)NCc3ccc(OC)c(OC)c3)n2)cc1
3,Cc1ccc(C(=O)NC2(C(F)(F)F)C(=O)Nc3c2c(=O)[nH]c(=O)n3CCc2ccccc2)cc1 (stereo not given)
3,CC1CCN(S(=O)(=O)c2cn(CC(=O)Nc3ccc(F)c(Cl)c3)c(=O)c3ccccc23)CC1
8,Cc1ccccc1-c1nnc(CN2CCN(c3cccc(C)c3C)CC2)o1
-1,CCOc1ccc(C2C(C(N)=O)=C(C)Nc3nc(-c4ccc(OC)cc4)nn32)cc1 (stereo not given)
0,Cc1ccc(C)c(C(=O)CSc2nc(-c3ccccc3)nc3c2CCCC3)c1
2,COc1cc(C2CC(=O)Nc3cc4c(cc32)OCCO4)cc(OC)c1O (stereo not given)
17,Cc1ccc(OCC(=O)Nc2ccc(S(=O)(=O)Nc3cc(C)nc(C)n3)cc2)c(Br)c1
u,COC(=O)c1c(NC(=O)c2ccc(C(C)(C)C)cc2)sc2c1CCC(C)C2 (stereo not given)
-1,O=C(NC1(C(F)(F)F)C(=O)Nc2c1c(=O)[nH]c(=O)n2-c1ccccc1)c1ccccc1 (stereo not given)
14,CCN(CC)C(=O)c1sc(NC(=O)C(C)Sc2nc(-c3ccccc3)cc(C(F)(F)F)n2)c(C(=O)OC)c1C (stereo not given)
1,CCCN(C(=O)CCc1nc(-c2ccc(C)cc2)no1)c1ccc(OCC)cc1
-19,CCc1ccc(NC(=O)CSc2nc(C)c(C(=O)Nc3ccccc3)c(-c3ccc(OC)c(OC)c3)c2C#N)cc1
u,Nc1ccc2nc(-c3ccc(O)cc3)sc2c1
1,Cc1ccc(CNC(=O)CCCn2c(=O)c3ccccc3n(Cc3ccc(Cl)cc3)c2=O)cc1
5,Cc1ccc(NC(=O)CN(CCc2ccccc2)S(=O)(=O)c2ccccc2)c(C)c1
u,CCCCNS(=O)(=O)c1ccc(NC(=O)c2c(-c3ccccc3)noc2C)cc1
-3,Cc1cc(C)cc(Oc2c(C(F)(F)F)oc3c(CN4CCCC(C)C4)c(O)ccc3c2=O)c1 (stereo not given)
-1,O=C(CSc1ncc(-c2ccc(Cl)cc2)[nH]1)Nc1ccccc1F
11,CCC(Sc1ncnc2sc3c(c12)CCCC3)C(=O)OC(C)C (stereo not given)
13,CN1C(=O)c2cccc3c(S(=O)(=O)Nc4cccc(C(=O)O)c4)ccc1c23
2,CCOc1ccc(Br)cc1C1NC(=O)c2c(sc3c2CCN(C)C3)N1 (stereo not given)
-10,CCOc1ccccc1NC(=O)c1c(NC(=O)COc2ccc(Cl)cc2)sc2c1CCCCC2
u,CCC(C)NC(=O)CCSc1nc(-c2ccc(OC)cc2)cc(C(F)(F)F)n1 (stereo not given)
8,Cc1c(NC(=O)C(C)(C)Oc2ccc(Cl)cc2)cccc1-c1nc2ncccc2o1
-2,CNc1c(NC(=O)c2cc(OC)cc(OC)c2)c(=O)oc2ccccc12
-2,CC1(C)CC(=O)c2c(oc3c(Cl)cc(NS(=O)(=O)c4ccc(Br)cc4)cc23)C1
-19,CC1=C(C(=O)Nc2ccc(Cl)cc2)C(C(C)C)n2nc(SCc3cccc(C)c3)nc2N1 (stereo not given)
3,COc1cc(NS(=O)(=O)c2ccc3[nH]c(=O)[nH]c3c2)cc(OC)c1
-1,Cc1nnc(N2C(=O)c3oc4ccccc4c(=O)c3C2c2ccc(C(C)(C)C)cc2)s1 (stereo not given)

Among those listed so far, 2 have a COOH group.
IMPase inh,canonical_smiles
4,CCc1ccc(NC(=O)CC(NCc2cccnc2)C(=O)O)cc1 (stereo not given)
13,CN1C(=O)c2cccc3c(S(=O)(=O)Nc4cccc(C(=O)O)c4)ccc1c23

Arranged by molecular weight (falling): some entries from above
IMPase inh,canonical_smiles
14,CCN(CC)C(=O)c1sc(NC(=O)C(C)Sc2nc(-c3ccccc3)cc(C(F)(F)F)n2)c(C(=O)OC)c1C (stereo not given)
17,Cc1ccc(OCC(=O)Nc2ccc(S(=O)(=O)Nc3cc(C)nc(C)n3)cc2)c(Br)c1
-10,CCOc1ccccc1NC(=O)c1c(NC(=O)COc2ccc(Cl)cc2)sc2c1CCCCC2
-2,CC1(C)CC(=O)c2c(oc3c(Cl)cc(NS(=O)(=O)c4ccc(Br)cc4)cc23)C1
1,Cc1ccc(CNC(=O)CCCn2c(=O)c3ccccc3n(Cc3ccc(Cl)cc3)c2=O)cc1
-19,CC1=C(C(=O)Nc2ccc(Cl)cc2)C(C(C)C)n2nc(SCc3cccc(C)c3)nc2N1 (stereo not given)
-1,Cc1nnc(N2C(=O)c3oc4ccccc4c(=O)c3C2c2ccc(C(C)(C)C)cc2)s1 (stereo not given)
-1,O=C(NC1(C(F)(F)F)C(=O)Nc2c1c(=O)[nH]c(=O)n2-c1ccccc1)c1ccccc1 (stereo not given)
5,Cc1ccc(NC(=O)CN(CCc2ccccc2)S(=O)(=O)c2ccccc2)c(C)c1
8,Cc1c(NC(=O)C(C)(C)Oc2ccc(Cl)cc2)cccc1-c1nc2ncccc2o1
u,CCCCNS(=O)(=O)c1ccc(NC(=O)c2c(-c3ccccc3)noc2C)cc1
1,CCCN(C(=O)CCc1nc(-c2ccc(C)cc2)no1)c1ccc(OCC)cc1
0,Cc1ccc(C)c(C(=O)CSc2nc(-c3ccccc3)nc3c2CCCC3)c1
u,COC(=O)c1c(NC(=O)c2ccc(C(C)(C)C)cc2)sc2c1CCC(C)C2 (stereo not given)
13,CN1C(=O)c2cccc3c(S(=O)(=O)Nc4cccc(C(=O)O)c4)ccc1c23
2,COc1cc(C2CC(=O)Nc3cc4c(cc32)OCCO4)cc(OC)c1O (stereo not given)
-2,CNc1c(NC(=O)c2cc(OC)cc(OC)c2)c(=O)oc2ccccc12
11,CCC(Sc1ncnc2sc3c(c12)CCCC3)C(=O)OC(C)C (stereo not given)
3,COc1cc(NS(=O)(=O)c2ccc3[nH]c(=O)[nH]c3c2)cc(OC)c1
u,Nc1ccc2nc(-c3ccc(O)cc3)sc2c1

Going on with the list:
IMPase inh,canonical_smiles
3,CCC(C)n1c(=N)c(S(=O)(=O)c2ccc(C)cc2)cc2c(=O)n3cc(C)ccc3nc21 (stereo not given)
3,COc1ccc(NC(=O)C2CCCN(S(=O)(=O)c3c(C)[nH]c(=O)[nH]c3=O)C2)cc1OC (stereo not given)
11,O=C(CCC1N=C2c3ccccc3N=C(SCc3cccc(Cl)c3)N2C1=O)N1CCN(c2ccccc2)CC1 (stereo not given)
-2,CC(C)c1ccc(NC(=O)C2CCCN(S(=O)(=O)c3cccc4nonc34)C2)cc1 (stereo not given)
-6,COc1ccc(OC)c(C(=O)CC2(O)C(=O)N(Cc3ccccc3C)c3ccccc32)c1 (stereo not given)
-2,Cc1c(NC(=O)c2ccc(OC(C)C)cc2)cccc1-c1nc2ncccc2o1
-3,CC1=C(C(=O)Nc2ccc(Cl)cc2)C(c2cccs2)n2nc(SCc3cccc(C)c3)nc2N1 (stereo not given)
u,CCOC(=O)c1cc(OC(=O)c2ccccc2F)n(-c2ccccc2)n1
-8,CCCOc1cccc(C(=O)Nc2cccc(NC(=O)c3ccc(C(C)(C)C)cc3)c2)c1
3,Cc1c(C(=O)OC2CCCCC2)[nH]c2c1C(=O)CC(c1ccc(C(C)(C)C)cc1)C2 (stereo not given)
-8,CCCCOc1cccc(C(=O)N(Cc2ccc(Cl)cc2)C2CCS(=O)(=O)C2)c1 (stereo not given)
u,CCOc1ccc(CCNC(=O)c2cccc(Nc3nc4ccccc4nc3-n3nc(C)cc3C)c2)cc1OCC
1,COc1ccc(-c2cc(C(F)(F)F)n3nc(C(=O)O)c(Cl)c3n2)cc1OC
2,Cc1ccc(NC(=O)Cn2nc(C(F)(F)F)c3c2CCCC3)cc1C
4,Cc1cc(C)cc(NC(=O)Cn2c(C(F)(F)F)nc3ccccc32)c1
-1,CCN1C(=O)C(O)(c2c(C)[nH]c3ccccc23)c2ccccc21 (stereo not given)
-9,CCCCCc1ccc(-c2ccc(Br)cc2)nc1
8,COC(=O)c1nnn(-c2cccc(C)c2)c1C(=O)OC
u,CCOC(=O)c1cccc(NC(=O)Nc2c(C)n(C)n(-c3ccccc3)c2=O)c1
-4,CCCCOc1ccc(C(=O)Nc2ccc3oc(-c4cccnc4)nc3c2)cc1
6,Oc1ccccc1Nc1nc(-c2ccccc2)c2cc(Cl)ccc2n1
-1,O=C1CC(c2nnc(Cc3ccc(Cl)cc3)o2)CN1c1ccccc1 (stereo not given)
u,CCCN(C(=O)Cc1c(C(=O)O)[nH]c2ccc(Cl)cc12)c1ccc(OCC)cc1
-11,Cc1ccc(S(=O)(=O)N(CC(=O)Nc2ccc3c(c2)OCO3)c2cc(Cl)cc(Cl)c2)cc1
8,Cc1cccn2c(=O)c(/C=C(\C#N)c3nc4ccccc4n3C)c(Oc3ccc(Br)cc3)nc12
